ST2 inh: inhibitors of human ST2 (IL1RL1) binding to IL-33; Q01638; 2.3% of 78,000 active; inhibition, % for hits at 17 µM; AlphaLISA ST2-Fc/biotin-IL-33 interaction, 1 h; AID 1259354; in the data active means inhibition above about 30%; inconclusive means mostly about 10% to 28%
Target sequence (Q01638 whole entry, looked up): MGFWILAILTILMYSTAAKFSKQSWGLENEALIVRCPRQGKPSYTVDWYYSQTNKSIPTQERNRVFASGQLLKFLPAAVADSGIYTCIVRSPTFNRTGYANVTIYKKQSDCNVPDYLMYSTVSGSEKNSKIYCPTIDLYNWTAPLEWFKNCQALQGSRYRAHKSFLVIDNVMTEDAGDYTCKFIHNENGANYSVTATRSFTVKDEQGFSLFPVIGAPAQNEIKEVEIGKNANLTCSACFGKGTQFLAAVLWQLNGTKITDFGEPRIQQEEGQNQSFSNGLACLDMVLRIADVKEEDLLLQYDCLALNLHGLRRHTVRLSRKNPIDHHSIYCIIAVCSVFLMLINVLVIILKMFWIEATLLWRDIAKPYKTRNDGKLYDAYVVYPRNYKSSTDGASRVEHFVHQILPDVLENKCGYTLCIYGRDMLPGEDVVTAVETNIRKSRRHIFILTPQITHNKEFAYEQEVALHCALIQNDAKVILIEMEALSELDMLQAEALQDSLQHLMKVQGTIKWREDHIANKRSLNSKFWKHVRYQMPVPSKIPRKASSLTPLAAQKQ
* marks the source's active call; other numbers are inactive results; i = inactive; ? = inconclusive. An excerpt; rates above refer to the full screens.

SMILES | ST2 inh
O=C1C2CCCN2C(c2ccccc2F)N1c1ccccn1 (centres undefined) | i
COc1ccc(-c2cc([C@H]3CN4CC[C@H]3C[C@@H]4CNS(=O)(=O)c3ccccc3)n(C)n2)cc1 | i
CCOc1cc(C(c2c(O)c3ccccc3oc2=O)c2c(O)c3ccccc3oc2=O)ccc1O | i
O=C(NCc1ccco1)[C@H]1CN2CC[C@H]1C[C@@H]2Cn1cc(CCO)nn1 | ?
CSc1ccc(-c2ccc(=O)n3c2[C@@H]2C[C@@H](CN(S(=O)(=O)c4ccccc4)C2)C3)cc1 | i
O=C(Nc1ccccc1)C(=O)N1C[C@@H](c2ccccc2)[C@@H]2[C@H]1C1CCN2CC1 | ?
Cc1c(CCN)c2ccccc2n1-c1ccccc1 | 37.0%*
CN(C)CC(=O)N1C[C@@H]2C[C@H](C1)c1ccc(-c3ccccc3CN(C)C)c(=O)n1C2 | i
NCC(O)c1ccc(O)cc1 (centres undefined) | ?
O=[N+]([O-])c1ccccc1CN1CCN(c2ccccc2)CC1 | ?
Fc1ccc(CN2CCN(c3cccc(Cl)c3)CC2)c(F)c1 | i
O=C(NC1CC1)[C@H]1CN2CCC1C[C@@H]2Cn1cc(CCO)nn1 (some centres undefined) | ?
COc1ccc(-c2cc([C@H]3CN4CC[C@H]3C[C@@H]4CO)n(C)n2)cc1 | ?
Cc1cccc(N2CCN(Cc3cccc(F)c3)CC2)c1C | i
CNC(=O)OCC[N+](C)(C)C | i
O=C(NC1CC1)[C@H]1CN2CCC1C[C@@H]2Cn1cc(CSc2ccccc2)nn1 (some centres undefined) | ?
C=C(C)[C@H]1Cc2c(ccc3c2O[C@@H]2COc4cc(OC)c(OC)cc4[C@@H]2C3=O)O1 | ?
Fc1cccc(CN2CCN(Cc3ccc4c(c3)OCO4)CC2)c1 | i
O=C(Nc1ccc2n(c1=O)C[C@H]1C[C@@H]2CN(C(=O)c2cccnc2)C1)C1CCCCC1 | i
COc1ccccc1CNC(=O)[C@H]1CN2CCC1C[C@@H]2Cn1cc(-c2ccc(-c3ccccc3)cc2)nn1 (some centres undefined) | i
CC(C)(CC(=O)O)CC(=O)N1C[C@@H]2C[C@H](C1)c1ccc(-c3cccc(C#N)c3)c(=O)n1C2 | ?
CSCC(=O)Nc1ccc(=O)n2c1[C@@H]1C[C@@H](CN(C(=O)NC3CCCCC3)C1)C2 | i
Cc1ccc(CN2CCCC(C(=O)c3ccc4c(c3)OCO4)C2)cc1C (centres undefined) | ?
O=C(Cn1ccc2ccccc2c1=O)NCC(=O)N1CCC2(CC1)OCCO2 | i
COCCNC(=O)Cn1cc(/C=C2\C(=O)NC(=O)N(c3cccc(C)c3C)C2=O)c2ccccc21 | i
Next section
SMILES | ST2 inh
CN(C)C(=O)[C@H]1CN2CCC1C[C@@H]2Cn1cc(-c2cccc(N)c2)nn1 (some centres undefined) | i
CCCCNC(=O)C(CC)N1C(=O)C(C)N=C(c2ccccc2)c2ccccc21 (centres undefined) | i
N#CC1=C(N)Oc2c(c(=O)oc3ccccc23)C1c1cc([N+](=O)[O-])cs1 (centres undefined) | i
Cc1[nH]c2ccccc2c1CCCNC1CCCCC1 | ?
COc1ccc(C(=O)N2C[C@@H]3C[C@H](C2)c2ccc(NC(=O)C4CC4)c(=O)n2C3)cc1 | i
CCOc1cc(C)cc2oc(=O)c3c(c12)CCCC3 | ?
CC(=O)N1CCN(C[C@H]2CN3CC[C@H]2C[C@@H]3CNC(=S)Nc2ccccc2)CC1 | i
CC(C)(O)[C@@H]1[C@H]2OC(=O)[C@@H]1[C@]1(O)C[C@H]3O[C@]34C(=O)O[C@H]2[C@]14C (tested in a mixture with another compound) | ?
CSc1ccc(C2N(c3ccccn3)C(=O)C3CCCN32)cc1 (centres undefined) | i
Cc1[nH]c2ccc(O)cc2c1CCN | ?
O=C(Nc1ccon1)c1cccn(Cc2cccc(Cl)c2)c1=O | ?
OC1CCNC2CCCCC12 (centres undefined) | i
CNCCc1c[nH]c2ccc(O)cc12 | ?
COc1ccc2nc3oc(C(=O)N4CCC5(CC4)OCCO5)cc3cc2c1 | i
O=c1c2ccccc2nc(CSc2ncnc3nc[nH]c23)n1-c1ccc(Cl)c(Cl)c1 | i
CCCN1CCN(C(=O)Cc2c(C(=O)O)[nH]c3ccccc23)CC1 | i
COCCN(Cc1cccs1)C(=O)c1nn(C)c2ccccc12 | i
Cc1ccsc1C1N(c2ccccn2)C(=O)C2CCCN21 (centres undefined) | i
CCCN(CCC)[C@@H]1CCc2ccc(O)cc2C1 | i
CC(Cc1cccc(F)c1)NCCc1nc2ccccc2[nH]1 (centres undefined) | ?
Cc1cc2ccccc2c(=O)n1CC(=O)NCC(=O)N1CCC2(CC1)OCCO2 | i
O=c1cc(-c2ccccc2)oc2c1ccc1occc12 | i
Cc1ccccc1CN1CCN(c2cccc(C)c2C)CC1 | i
Cc1ccc(-n2c(/C=C/c3cccc(O)c3)nc3ccccc3c2=O)cc1 | ?
CN(CCc1ccccn1)C[C@H]1CN2CC[C@H]1C[C@@H]2CNC(=O)c1ccc2c(c1)OCO2 | ?
(continued)
SMILES | ST2 inh
CCOc1cc(CN2CCN(CC)CC2)ccc1O | i
Cn1nc(-c2ccc(F)cc2)cc1[C@H]1CN2CC[C@H]1C[C@@H]2CNC(=O)c1ccc2c(c1)OCO2 | i
COc1cccc(CN2CCN(C)CC2)c1 | i
COC(=O)CN1C(=O)CN=C(c2ccccc2Cl)c2cc(Br)ccc21 | i
Clc1cccc(-n2nnnc2C2(N3CCOCC3)CCCCC2)c1 | i
CSc1ccc(-c2ccc3n(c2=O)C[C@@H]2CNC[C@H]3C2)cc1 | i
CCN1CCN(Cc2cccnc2)CC1 | i
COC1=CC(=O)O[C@@H](CCc2ccc3c(c2)OCO3)C1 | i
COc1ccc(-c2cn(C[C@H]3C[C@@H]4CCN3C[C@@H]4C(=O)N3CCOCC3)nn2)cc1 | ?
CCOC(=O)Cc1csc(NC(=O)c2cccn(Cc3ccccc3F)c2=O)n1 | i
COc1ccccc1N1CCN(Cc2ccc(C(C)C)cc2)CC1 | i
Fc1ccc(C(OCCN2CCN(CCCc3ccccc3)CC2)c2ccc(F)cc2)cc1 | i
Cc1ccc(S(=O)(=O)NC[C@H]2C[C@@H]3CCN2C[C@@H]3CN2CCN(c3ccc(F)cc3)CC2)cc1 | i
CC(=O)Nc1ccc(-c2ccc(=O)n3c2[C@@H]2C[C@@H](CN(C(=O)CN(C)C)C2)C3)cc1 | ?
CC(Cn1ccnc1)NCc1csc2c1CCCC2 (centres undefined) | ?
CS[C@]1(CO)C(=O)N2[C@H]3C(=CC=C[C@@H]3O)C[C@@]2(SC)C(=O)N1C | ?
Cc1cccc(CN2CCN(c3ccccc3C)CC2)c1 | i
COc1ccc(N2CCN(Cc3ccc(OC)c(C)c3)CC2)cc1 | 36.0%*
O=C(c1ccc2c(c1)ncn2C1CCCCCC1)N1CCC2(CC1)OCCO2 | i
Cc1ncc(CN2[C@@H]3CC[C@H]2CNC(=O)C3)[nH]1 | i
CCCCc1cn(C[C@H]2CC3CCN2C[C@@H]3C(=O)NCCOC)nn1 (some centres undefined) | ?
C=CCN(C)C[C@H]1CN2CC[C@H]1C[C@@H]2CNC(=O)Nc1ccsc1 | i
O=C(c1cc(Sc2cccc(Cl)c2)nc2ccccc12)N1CCC2(CC1)OCCO2 | i
C[C@@H]1O[C@H](C[N+](C)(C)C)CS1 | i
O=C(NCCC1=CCCCC1)c1cn(CCN2CCCCC2)nn1 | i
Other entries
SMILES | ST2 inh
CCN1CCN(C(=O)Cc2c(C(=O)O)[nH]c3ccc(Cl)cc23)CC1 | ?
Cc1cc(C)n2c(Br)c(CN3CC4CC(C3)c3cccc(=O)n3C4)nc2n1 (centres undefined) | i
COCc1ncc(CN2CCN(C)C3(CCN(C)CC3)C2)cn1 | i
C=CCN(C)C(=O)[C@H]1CN2CCC1C[C@@H]2Cn1cc(CSc2ccccc2)nn1 (some centres undefined) | ?
O=S(=O)(NC[C@H]1C[C@@H]2CCN1C[C@@H]2CN1CCN(c2ncccn2)CC1)c1ccccc1 | i
O=c1[nH]c2ccccc2c(=O)n1-c1ccccc1 | i
CSCC(=O)N1C[C@@H]2C[C@H](C1)c1ccc(-c3ccc(SC)cc3)c(=O)n1C2 | i
CCC(CC)c1cc([C@H]2CN3CC[C@H]2C[C@@H]3CNS(=O)(=O)c2cccs2)nc(-c2ccncc2)n1 | ?
CC(Cc1ccccn1)NC1CCN(c2ccc(C(=O)N3CCc4ccccc4C3)cc2)CC1 (centres undefined) | i
COc1ccc(C2C(C(=O)N3CCC4(CC3)OCCO4)CC(=O)N2c2ccc(OC)cc2)cc1 (centres undefined) | ?
COc1ccc(C2NCCc3[nH]cnc32)c(OC)c1 (centres undefined) | i
CCN(CC)c1ccc(CN2CCN(c3ccccc3)CC2)cc1 | ?
N#CC1=C(N)Oc2c(c(=O)oc3ccccc23)C1c1ccc([N+](=O)[O-])s1 (centres undefined) | ?
CCN(CC)Cc1c[nH]c2ccccc12 | i
CN(C)Cc1ccccc1-c1ccc2n(c1=O)C[C@H]1C[C@@H]2CN(C(=O)CCC(=O)O)C1 | i
Cc1c(C(=O)c2cccc3ccccc23)c2cccc3c2n1[C@H](CN1CCOCC1)CO3 | ?
COc1ccccc1N1CCN(C[C@H]2CN3CC[C@H]2C[C@@H]3CNS(=O)(=O)c2cccs2)CC1 | i
CN(C)c1ccc(NC(=S)NC[C@H]2C[C@@H]3CCN2C[C@@H]3CN2CCN(c3ccccc3)CC2)cc1 | i
O=C(CC(O)C(Cl)(Cl)Cl)c1ccccc1 (centres undefined) | i
CN1CCN(Cc2ccccc2)CC1 | i
CCC(CC)c1cc([C@H]2CN3CC[C@H]2C[C@@H]3CNC(=O)C2CCCCC2)nc(-c2ccncc2)n1 | i
N[C@H](CCCCCP(=O)(O)O)C(=O)O | ?
CCOc1ccc(CN2CCN(c3ccc(F)cc3)CC2)cc1 | ?
CN(C)CCc1nc2ccccc2c(=O)n1-c1ccccc1 | i
COc1cc2c3c(c1OC)-c1cc(O)ccc1CC3NCC2 (centres undefined) | i

20 of the compounds above, as comma-separated lines:
SMILES,ST2 inh
O=c1[nH]c2ccccc2c(=O)n1-c1ccccc1,i
CSCC(=O)N1C[C@@H]2C[C@H](C1)c1ccc(-c3ccc(SC)cc3)c(=O)n1C2,i
CCC(CC)c1cc([C@H]2CN3CC[C@H]2C[C@@H]3CNS(=O)(=O)c2cccs2)nc(-c2ccncc2)n1,?
CC(Cc1ccccn1)NC1CCN(c2ccc(C(=O)N3CCc4ccccc4C3)cc2)CC1 (centres undefined),i
COc1ccc(C2C(C(=O)N3CCC4(CC3)OCCO4)CC(=O)N2c2ccc(OC)cc2)cc1 (centres undefined),?
COc1ccc(C2NCCc3[nH]cnc32)c(OC)c1 (centres undefined),i
CCN(CC)c1ccc(CN2CCN(c3ccccc3)CC2)cc1,?
N#CC1=C(N)Oc2c(c(=O)oc3ccccc23)C1c1ccc([N+](=O)[O-])s1 (centres undefined),?
CCN(CC)Cc1c[nH]c2ccccc12,i
CN(C)Cc1ccccc1-c1ccc2n(c1=O)C[C@H]1C[C@@H]2CN(C(=O)CCC(=O)O)C1,i
Cc1c(C(=O)c2cccc3ccccc23)c2cccc3c2n1[C@H](CN1CCOCC1)CO3,?
COc1ccccc1N1CCN(C[C@H]2CN3CC[C@H]2C[C@@H]3CNS(=O)(=O)c2cccs2)CC1,i
CN(C)c1ccc(NC(=S)NC[C@H]2C[C@@H]3CCN2C[C@@H]3CN2CCN(c3ccccc3)CC2)cc1,i
O=C(CC(O)C(Cl)(Cl)Cl)c1ccccc1 (centres undefined),i
CN1CCN(Cc2ccccc2)CC1,i
CCC(CC)c1cc([C@H]2CN3CC[C@H]2C[C@@H]3CNC(=O)C2CCCCC2)nc(-c2ccncc2)n1,i
N[C@H](CCCCCP(=O)(O)O)C(=O)O,?
CCOc1ccc(CN2CCN(c3ccc(F)cc3)CC2)cc1,?
CN(C)CCc1nc2ccccc2c(=O)n1-c1ccccc1,i
COc1cc2c3c(c1OC)-c1cc(O)ccc1CC3NCC2 (centres undefined),i

Carrying on.
SMILES | ST2 inh
Cn1nc(-c2ccc(F)cc2)cc1[C@H]1CN2CC[C@H]1C[C@@H]2CNC(=O)c1cccs1 | i
Cc1cccc2cc(CN3CCCN4CCC[C@H]4C3)c(=O)[nH]c12 | i
O=C1CCCC2=C1C(c1cccnc1)Nc1ccccc1N2 (centres undefined) | ?
COc1ccccc1N1CCN(C(=O)[C@H]2CN3CCC2C[C@@H]3Cn2cc(CCO)nn2)CC1 (some centres undefined) | ?
COc1ccccc1N1CCN(C[C@H]2CN3CC[C@H]2C[C@@H]3CNC(=O)c2ccco2)CC1 | i
Cc1ccsc1CN1CCN(C)CC1 | i
CCc1ccc(CN2CCN(c3ccccc3C)CC2)cc1 | ?
c1ccc(CSc2nnc(-c3ccccc3)o2)cc1 | ?
CCN(CC)C[C@H]1CN2CC[C@H]1C[C@@H]2CNC(=O)COC | i
O=S(=O)(NC[C@H]1C[C@@H]2CCN1C[C@@H]2CN1CCN(c2ncccn2)CC1)c1cccs1 | i
COc1ccc(CN2CCN(C)CC2)cc1C | ?
C=CCN(CC=C)Cc1c[nH]c2ccccc12 | i
CN(N=O)c1cc(O)ccc1O | i
CCS(=O)(=O)N1CCCC(C(=O)N2CCC3(CC2)OCCO3)C1 (centres undefined) | i
O=C1NC(=O)C(Cc2cccs2)C(=O)N1 | i
O=c1ccc(-c2cncnc2)c2n1C[C@H]1C[C@@H]2CN(S(=O)(=O)c2ccccc2)C1 | ?
CN(C)CC(=O)N1C[C@@H]2C[C@H](C1)c1c(-c3cncnc3)ccc(=O)n1C2 | i
Cc1ccc(Cc2c(C)nc3nc(SCC(=O)N4CCC5(CC4)OCCO5)nn3c2C)cc1 | ?
CCN1CCN(Cc2ccc(C)cc2)CC1 | ?
O=c1cccc2n1C[C@H]1C[C@@H]2CN(Cc2cn[nH]c2-c2ccc(F)cc2)C1 | i
COc1ccc(CN2CCN(C)CC2)c(OC)c1 | ?
CC(=O)Nc1ccc(-c2ccc(=O)n3c2[C@@H]2C[C@@H](CN(C(=O)C(C)(C)C)C2)C3)cc1 | i
COc1ccccc1N1C(=O)C2[C@H](C1=O)[C@@]1(Cl)C(Cl)=C(Cl)[C@@]2(Cl)C1(Cl)Cl (some centres undefined) | i
CC1CCN(c2cc(Br)c([N+](=O)[O-])cc2F)CC1 | 45.0%*
COc1ccc(N2CCN(Cc3ccc(N(C)C)cc3)CC2)cc1 | ?

From PubChem
